hIAP activ – human IAP activators, primary screen, biochemical, luminescence, uHTS | Intestinal-type alkaline phosphatase (Homo sapiens), P09923 | purified human IAP, CDP-Star luminescence, 30 min; active compounds read high; 1 = vehicle-only enzyme, 0 = enzyme-free background | activation factor at 10 µM | 330,000 compounds, 0.16% hits | AID 2524, 2010;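 active means activation factor of the enzyme at least 2-fold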; further: the source names both 10 and 20 µM as test concentration; values of inactives mirror those of a sister screen read the other way
mIAP block – inhibitors of mouse IAP, primary screen, biochemical, luminescence, uHTS; intestinal alkaline phosphatase [Mus musculus]; purified mouse IAP, CDP-Star luminescence, 30 min; inhibition, % at 10 µM; 330,000 compounds, 0.2% hits;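 active means inhibition of at least 40% at 10 µM in the primary screen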;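 further: plate controls were DMSO with enzyme for no effect and no enzyme wells for full effect; values of inactives mirror those of a sister screen read the other way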
hIAP inh – human IAP inhibitors, primary screen, biochemical, luminescence, uHTS. AID 2544, 2010. 330,000 compounds, 0.12% hits. inhibition, % at 10 µM. purified IAP, CDP-Star luminescence, 30 min. Intestinal-type alkaline phosphatase (Homo sapiens), P09923;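 active means inhibition reaching a set limit with compound at 10 µM in the primary screen, cut at about 35% in these data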;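 further: plate controls were DMSO wells with enzyme for no effect and no-enzyme buffer wells for full effect; values of inactives mirror those of a sister screen read the other way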
HKDC1 inh – HKDC1 hexokinase inhibitors, primary screen, biochemical, fluorescence, uHTS | 340,000 compounds, 0.16% hits | inhibition, % at 20 µM | AID 493160, 2011 | Q2TB90 | recombinant HKDC1, G6PDH/diaphorase resazurin coupled fluorescence;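 active means inhibition above about 35% when tested at 20 µM, limit read from the data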;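 further: plate controls were DMSO wells with enzyme for no effect and DMSO wells lacking enzyme for full effect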
Target sequence (Q2TB90 whole entry, looked up): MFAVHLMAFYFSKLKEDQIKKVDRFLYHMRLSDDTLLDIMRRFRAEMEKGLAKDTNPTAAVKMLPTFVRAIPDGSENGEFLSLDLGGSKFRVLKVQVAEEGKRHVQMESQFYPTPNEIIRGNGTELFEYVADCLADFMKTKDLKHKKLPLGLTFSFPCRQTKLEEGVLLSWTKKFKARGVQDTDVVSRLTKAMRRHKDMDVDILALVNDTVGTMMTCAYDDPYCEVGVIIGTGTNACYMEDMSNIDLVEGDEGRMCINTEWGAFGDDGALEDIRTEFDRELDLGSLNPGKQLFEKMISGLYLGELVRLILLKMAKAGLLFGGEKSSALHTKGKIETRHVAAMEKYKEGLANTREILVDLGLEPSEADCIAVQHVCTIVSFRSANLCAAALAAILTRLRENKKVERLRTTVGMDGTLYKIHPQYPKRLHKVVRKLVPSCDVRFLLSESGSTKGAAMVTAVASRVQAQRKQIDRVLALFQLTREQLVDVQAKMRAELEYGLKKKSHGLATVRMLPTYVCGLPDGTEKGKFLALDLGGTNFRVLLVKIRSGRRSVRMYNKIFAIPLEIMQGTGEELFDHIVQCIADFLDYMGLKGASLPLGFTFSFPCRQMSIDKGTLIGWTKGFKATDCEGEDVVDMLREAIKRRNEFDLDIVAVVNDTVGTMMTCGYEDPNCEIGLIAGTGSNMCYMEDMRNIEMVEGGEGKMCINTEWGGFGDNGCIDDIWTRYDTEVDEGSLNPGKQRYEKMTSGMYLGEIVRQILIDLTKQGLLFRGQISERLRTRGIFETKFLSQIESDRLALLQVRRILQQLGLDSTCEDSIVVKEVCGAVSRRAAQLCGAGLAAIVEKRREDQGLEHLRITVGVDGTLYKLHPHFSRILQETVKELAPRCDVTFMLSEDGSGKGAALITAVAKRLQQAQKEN
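Test system: Recombinant HKDC1 (HK5) hexokinase enzyme, produced in-house | Input: HKDC1 at 5 µg/mL | Buffer or medium: Tris pH 8.0 buffer with MgCl2, Tween-20, BSA, BME | Schedule: 90 min reaction incubation at room temperature, dark | Technique: Resazurin-to-resorufin fluorescence via G6PDH and diaphorase coupling, 525/613 nm | Controls: DMSO wells with and without enzyme mix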
mIAP activ – activators of mouse IAP, primary screen, biochemical, luminescence, uHTS. muIAP, CDP-Star luminescence, 30 min; active compounds read high; 1 = vehicle-only enzyme signal, 0 = enzyme-free wells. activation factor at 10 µM. 330,000 compounds, 0.24% hits. AID 2805, 2010;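 active means activation factor of at least 2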; further: the source names both 10 and 20 µM as test concentration; values of inactives mirror those of a sister screen read the other way
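Assay system: mouse IAP enzyme / Compound: DMSO-dissolved test compounds / Timing: 30 min, room temperature / Measured by: luminescence from enzymatic CDP-Star hydrolysis / Control set: DMSO-only wells, enzyme-free buffer wells as negative control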
PfG6PD inh – PfG6PD enzyme inhibitors, primary screen, biochemical, fluorescence intensity, uHTS | glucose-6-phosphate dehydrogenase-6-phosphogluconolactonase (Plasmodium falciparum 3D7) | PfGluPho enzyme, NADPH resazurin-diaphorase fluorescence | inhibition, % at 20 µM | 350,000 compounds, 0.78% hits;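 active means inhibition reaching at least a set limit at 20 µM in the primary screen, cut at about 59% in these data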;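 further: 0% = DMSO wells with substrate and 100% = DMSO wells lacking glucose-6-phosphate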
ATG4B inhibitor – ATG4B protease inhibitors, primary screen, biochemical, fluorescence, uHTS; ATG4B cleavage of LC3-PLA2, NBD-HPC fluorescence, 1 h; inhibition, % at 8.33 µM; 340,000 compounds, 0.51% hits; AID 504462, 2011; in the data active means inhibition above about 40%
A3A deaminase – APOBEC3A ssDNA deaminase inhibitors, primary screen, selectivity assay for APOBEC3G inhibitor project, biochemical, FAM/TAMRA oligo cleavage fluorescence; recombinant A3A, FAM/TAMRA ssDNA deamination fluorescence; inhibition, % at 20 µM; 330,000 compounds, 0.41% hits;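 active means at least 40% inhibition at 20 µM here, with at most 30% in a related deaminase screen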;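 further: plate controls were A3A with DMSO for no effect and wells lacking A3A enzyme for full effect; some results filed as inactive read as strong as hits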
An asterisk follows results filed as active.

hIAP activ,mIAP block,hIAP inh,HKDC1 inh,mIAP activ,PfG6PD inh,ATG4B inhibitor,A3A deaminase,smiles
0.95,4,5,9,0.96,-22,-7,0,O=c1ccc2cc(S(=O)(=O)N3CCN(c4ccccc4)CC3)ccc2[nH]1
1,-3,-1,17,1,10,1,-3,Cc1ccc2c(c1)C(=O)C(=O)N2Cc1ccc(Cl)cc1
0.9,-6,10,-2,1.1,8,-2,1,CCCn1c(N)c(C(=O)CSc2nnc(C3CC3)n2-c2ccccc2)c(=O)[nH]c1=O
1,7,-4,2,0.93,13,-3,-4,Cn1c(/C=C/c2ccccc2)nc2ccccc2c1=O
0.98,-5,2,-2,1,-10,-9,-4,COc1ccc(N2C(=O)C3[C@@H](C2=O)C2(Cl)C(Cl)=C(Cl)C3(Cl)C2(OC)OC)cc1 (stereo not given in full)
0.94,7,6,-6,0.93,1,-18,-1,NC(=O)CSc1nnc(Cn2c(=O)sc3ccccc32)n1-c1cccc(Cl)c1
1,-4,-1,-1,1,-5,-9,-1,Cc1ccc(C2(O)C(=O)c3ccccc3C2=O)c(O)c1C
0.91,0,9,6,1,6,-7,-2,COCC(C)NC(=O)CCS(=O)(=O)c1nc(-c2ccc(OC)cc2)cc(C(F)(F)F)n1 (stereo not given)
1.1,8,-5,-1,0.92,23,-1,1,COc1ccc(NC(=O)CSc2ccc(-c3sc(C)nc3C)nn2)cc1
0.97,7,3,-4,0.93,6,-9,-4,Cc1c(C)n(CCc2c[nH]c3ccccc23)ccc1=O
0.98,9,2,-11,0.91,-5,-3,-4,S=C(Nc1ccc(Nc2ccccc2)cc1)N1CCN(c2ncccn2)CC1
1.1,2,-8,-6,0.98,13,0,9,COc1ccc(CCNC(=O)[C@@H](NC(=O)c2ccccc2F)C(C)C)cc1OC
0.97,2,3,-1,0.98,-2,-4,8,O=C(Nc1ccc(Cl)cc1C(=O)NCC1CCCO1)c1ccco1 (stereo not given)
0.87,2,13,-8,0.98,7,-7,-2,CC(C)c1ccc(C2NC(=S)NC3=C2C(=O)CC(C)(C)C3)cc1 (stereo not given)
0.81,10,19,9,0.9,21,6,2,O=C(NCc1ccccc1C(F)(F)F)C12CN(Cc3ccccc3)CC1C(c1ccc([N+](=O)[O-])cc1)=NO2 (stereo not given)

Five of the compounds above, in markdown:
| Structure | hIAP activ | mIAP block | hIAP inh | HKDC1 inh | mIAP activ | PfG6PD inh | ATG4B inhibitor | A3A deaminase |
| --- | --- | --- | --- | --- | --- | --- | --- | --- |
| S=C(Nc1ccc(Nc2ccccc2)cc1)N1CCN(c2ncccn2)CC1 | 0.98 | 9 | 2 | -11 | 0.91 | -5 | -3 | -4 |
| COc1ccc(CCNC(=O)[C@@H](NC(=O)c2ccccc2F)C(C)C)cc1OC | 1.1 | 2 | -8 | -6 | 0.98 | 13 | 0 | 9 |
| O=C(Nc1ccc(Cl)cc1C(=O)NCC1CCCO1)c1ccco1 (stereo not given) | 0.97 | 2 | 3 | -1 | 0.98 | -2 | -4 | 8 |
| CC(C)c1ccc(C2NC(=S)NC3=C2C(=O)CC(C)(C)C3)cc1 (stereo not given) | 0.87 | 2 | 13 | -8 | 0.98 | 7 | -7 | -2 |
| O=C(NCc1ccccc1C(F)(F)F)C12CN(Cc3ccccc3)CC1C(c1ccc([N+](=O)[O-])cc1)=NO2 (stereo not given) | 0.81 | 10 | 19 | 9 | 0.9 | 21 | 6 | 2 |

(cont.)
hIAP activ,mIAP block,hIAP inh,HKDC1 inh,mIAP activ,PfG6PD inh,ATG4B inhibitor,A3A deaminase,smiles
1.3,-8,-29,4,1.1,16,8,2,Cc1nn(C)cc1/C=N/n1nnnc1N
1,-2,-4,2,1,-27,-3,-4,Cc1ccc(NC(=O)/C(=C\c2cccc([N+](=O)[O-])c2)NC(=O)c2cccs2)cc1
1,22,-3,-13,0.78,-15,3,-2,C/C(=N\NC(=O)CSCc1ccccc1Cl)c1cc(O)ccc1O
1,-8,0,1,1.1,17,-18,-1,O=C(NCCc1c[nH]c2ccccc12)OCCCCOC(=O)NCCc1c[nH]c2ccccc12
0.88,-3,12,0,1,-12,13,-2,Cc1ccc(-n2ncc3c(Nc4c(C)n(C)n(-c5ccccc5)c4=O)ncnc32)c(C)c1
1.2,6,-23,0,0.94,-11,-1,-4,CCCSc1nnc(CNS(=O)(=O)c2ccc(C)cc2)n1C
1,-2,-4,-8,1,-11,0,-2,COc1ccc(C(=O)N(NC(=O)Oc2ccccc2)C(C)(C)C)cc1
1.1,9,-14,5,0.91,-7,1,-4,NS(=O)(=O)c1ccc(NC(=O)CCC(=O)c2cccs2)cc1
0.96,4,4,7,0.95,-4,-4,3,CCc1csc(CCNC(=O)C2CCC(=O)N(CCc3cccc(F)c3)C2)n1 (stereo not given)
1.1,-15,-8,-3,1.2,-2,2,-2,Clc1ccc(-c2nnc(-c3cccc4ccccc34)o2)cc1Cl
1.1,0,-7,-4,1,-8,0,4,COc1ccc(C2=NN(S(C)(=O)=O)C(c3ccc4nccnc4c3)C2)cc1 (stereo not given)
0.86,-4,14,1,1,-9,-3,1,COc1ccc(N2CCN(C(=O)COC(=O)c3ccc(Cl)nc3)CC2)cc1
1,3,-5,-2,0.97,-4,-9,-2,Cc1cccc(OCC(O)CN2CCN(c3ccccn3)CC2)c1C (stereo not given)
0.94,10,6,2,0.9,0,-7,-5,CCOCCCn1c(C)nc2c(c1=O)c1nc3ccccc3nc1n2-c1ccc2c(c1)OCCO2
0.88,4,12,1,0.96,-10,-1,1,COC(=O)NCC(c1cccnc1)N1CCN(c2ccccc2F)CC1 (stereo not given)

Additional structures
hIAP activ,mIAP block,hIAP inh,HKDC1 inh,mIAP activ,PfG6PD inh,ATG4B inhibitor,A3A deaminase,smiles
1,6,0,-6,0.94,12,2,-8,Cc1cc(C(=O)Nc2cccc(C)c2C)c2ccccc2n1
1.1,-2,-12,-6,1,-25,-3,0,CCCCCCOc1ccc(C(=O)O)cc1
0.98,3,2,17,0.97,35,-3,-3,CCCCC1=CC2=CC(=O)C(C)(OC(=O)CC)C(=O)C2=CN1C(CO)CO (stereo not given)
0.86,6,14,-6,0.94,-7,1,-10,COc1ccc(Cl)cc1C(=O)n1cnc2ccccc21
1,11,0,-9,0.89,-2,-1,-3,CCOc1ccc(N2C(=O)CC(N3CCN(c4ccc(Cl)cc4)CC3)C2=O)cc1 (stereo not given)
1.1,4,-7,-1,0.96,-3,7,-1,Cc1ccccc1CCN(C(=O)CN1C(=O)c2ccccc2S1(=O)=O)C(C(=O)NCC1CCCO1)c1ccncc1 (stereo not given)
0.96,10,4,-8,0.91,5,-4,0,CCN(CC)C(=O)[C@H]1CC(CC(=O)NCCCn2ccnc2)C(=O)N2CCc3c([nH]c4ccccc34)[C@]12C (stereo not given in full)
0.95,4,4,0,0.96,-2,-12,0,Cc1cc(C)c(NC(=O)C2CCCN2CCC(C)C)c(C)c1 (stereo not given)
1.1,7,-12,-9,0.93,-7,-13,-1,COc1ccccc1N1CCN(C(=S)Nc2cccc(C)c2)CC1
0.9,0,10,-8,1,-11,-4,4,COc1cc2c(cc1OC)CN(CC(O)c1ccccc1)CC2 (stereo not given)
1.1,-4,-14,3,1,1,-11,0,Cc1ccc(S(=O)(=O)N2CCN(Cc3csc(C)n3)CC2)cc1
0.99,-19,1,-11,1.2,11,1,-2,CCOC(=O)N1CCN(C(=O)c2ccc(Cl)c(NC(=O)c3cccs3)c2)CC1
1,5,-2,-5,0.95,4,6,-5,CCC(=O)N1CCc2cc(S(=O)(=O)NCCC(=O)NCc3ccc(F)cc3)ccc21
1.1,-3,-7,-2,1,22,-1,-1,CCOC(=O)N1CCN(C(=O)c2ccc3c(c2)N=C(CC)c2cc(C)ccc2S3)CC1
1.2,13,-17,1,0.87,0,-13,-2,Cc1ccccc1NC(=O)CSc1n[nH]c(-c2ccccn2)n1

Next part:
hIAP activ,mIAP block,hIAP inh,HKDC1 inh,mIAP activ,PfG6PD inh,ATG4B inhibitor,A3A deaminase,smiles
1.3,1,-26,-4,0.99,2,-3,-4,COc1cccc(CC(=O)N2CCC(CCC(=O)Nc3cccc(OC)c3)CC2)c1
0.94,-11,6,-3,1.1,1,-1,0,O=C(COC(=O)c1ccc2c(c1)OCCO2)NCCc1ccccc1
1.1,-10,-15,-6,1.1,22,-8,5,COCCNC(=O)C(C(=O)c1ccc(F)cc1)n1cc(C)ccc1=O (stereo not given)
1.1,-8,-9,-2,1.1,27,-5,-4,CSc1cccc(NC(=O)c2cnn3ccccc23)c1
1,4,-2,-5,0.96,2,0,-6,COc1cc(OC)cc(C(=O)NC(C(=O)Nc2ccc(N3CCOCC3)cc2)C(C)C)c1 (stereo not given)
0.82,-7,18,-1,1.1,5,-7,-2,CC(C)(C)OC(=O)N1CCC(c2c(C(=O)NCC3CCN(C4CCCC4)C3)cnn2-c2ccccc2)CC1 (stereo not given)
1.1,6,-8,1,0.94,3,-4,-5,COc1ccccc1CNCC(=O)Nc1ccc(N(C)C)cc1
0.87,1,13,-6,0.99,1,-6,1,CCC1CCCCN1CCCNC(=O)c1ccc(CS(=O)(=O)c2ccccc2C)o1 (stereo not given)
0.97,-10,3,-4,1.1,-5,-5,4,CCOC(=O)CSc1nnc(CNc2cccc(Cl)c2)n1C
1.1,8,-9,-5,0.93,-7,-1,0,O=C(N1CCOCC1)N1CCN(S(=O)(=O)c2cccc([N+](=O)[O-])c2)CC1
1.2,-3,-22,-6,1,3,8,-3,NNC(=O)C1CC1c1ccc(Cl)cc1 (stereo not given)
1,4,-1,-4,0.96,13,21,-1,CSc1ccccc1C(=O)Nc1cc2c(cc1C(=O)O)OCCCO2
0.95,-2,5,-3,1,-1,-3,3,Cc1cc(C)n(C(C)CNC(=O)c2ccc3c(c2)OCO3)n1 (stereo not given)
1.1,0,-6,0,1,-1,-1,1,O=C(NCCc1ccc(Cl)cc1)C(=O)c1c[nH]c2ccccc12
0.97,6,3,-5,0.94,-7,4,-1,CCc1ccc(NC(=O)CSc2nc(=O)n(CCN(C)C)c3c2CCCC3)cc1
